Tb PFK inh – inhibitors of T. brucei phosphofructokinase; O15648; T. brucei PFK, ADP-Glo luminescence; Potency, µM (top dose mostly 57.5 µM), without a hit: at the highest dose activity, negative = inhibition, most hits filed as inhibitors; 330,000 tested, 0.17% active;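 note: potency is the fitted concentration of half-maximal effect; 0% = uninhibited 1x PFK enzyme wells and -100% = no-enzyme wells; nearly all actives have a fitted effect of over 60% in size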
Target sequence (O15648 whole entry, looked up): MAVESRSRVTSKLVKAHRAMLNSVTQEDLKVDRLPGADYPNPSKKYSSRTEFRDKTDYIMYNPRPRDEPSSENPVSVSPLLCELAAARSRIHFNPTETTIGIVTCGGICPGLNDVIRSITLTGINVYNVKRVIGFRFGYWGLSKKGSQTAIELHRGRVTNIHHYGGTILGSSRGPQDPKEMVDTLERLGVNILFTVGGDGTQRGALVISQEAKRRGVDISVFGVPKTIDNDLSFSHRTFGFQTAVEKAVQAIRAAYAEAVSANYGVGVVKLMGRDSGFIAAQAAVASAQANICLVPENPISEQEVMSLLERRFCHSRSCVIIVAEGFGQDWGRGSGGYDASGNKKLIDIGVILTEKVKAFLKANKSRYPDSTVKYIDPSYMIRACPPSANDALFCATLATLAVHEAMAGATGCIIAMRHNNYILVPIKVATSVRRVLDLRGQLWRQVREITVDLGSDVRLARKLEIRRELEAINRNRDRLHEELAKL
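Compounds were pin-transferred as a titration series up to 57 uM into substrate buffer (0.5 mM F6P, 0.1 mM ATP, pH 8.0), then 1.25 nM PFK was added and reactions ran 45 min before ADP-Glo detection.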
MLL CXXC-DNA inh – MLL CXXC-DNA interaction inhibition; Q03164; 290,000 tested, 0.037% active; Potency, µM (doses to about 115 µM), for inactives: at the top dose activity change, negative = inhibition, most hits filed as inhibitors; AID 2662; MLL-CXXC / FITC-HOXA9 DNA fluorescence polarization; active = well fitted inhibition curve with a large enough effect in the polarisation, with a control signal flat, not every such curve was filed as active; inconclusive = small, poorly fitted or top-dose-only effect, or effect the other way, or a change in a side signal; inactive = no such curve, though single readings can be large or run the other way; the % refers to the polarisation; note: potency is the fitted concentration of half-maximal effect
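Steps: dispense CXXC domain solution (7 uM) → pin compounds or unlabeled HOX-A9 DNA control → 5 min ambient → add FLSN-HOX-A9 solution (50 nM) → spin → 30 min ambient → fluorescence polarization. Tris pH 7.5/NaCl/DTT/BSA buffer.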
AT treatment – candidate therapy for ataxia-telangiectasia | […] A-T fibroblasts, KAP-1 phosphorylation AlphaLISA; neocarzinostatin DNA damage 30 min before lysis | Potency, µM (top dose mostly 57.5 µM), inactives show at the top dose activation, actives largely listed as activators | 320,000 tested, 0.19% active; note: potency is the fitted concentration of half-maximal effect; % of control where 0% means no effect; nearly all actives have a fitted effect of over 45% in size
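hTERT-immortalized A-T patient fibroblasts ([…]), 500 cells/well in OPTI-MEM, 1% FBS, got compounds for 60 min, then NCS for 30 min at 37C. Lysates were then assayed for phospho-KAP-1 by AlphaLISA (anti-pKAP1 donor, anti-KAP1 acceptor beads), 6 hr at 25C.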
TCR act – T cell receptor activation; primary human leukocytes, anti-CD3, IL-2 HTRF, 48 h; 330,000 tested, under 10 active; Potency, µM (top dose mostly 9.22 µM), inactives show top-dose activation of IL-2 secretion, actives largely listed as activators; note: % of control where 0% means no effect
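Using a-CD3 beads without co-stimulation, primary human leukocytes were exposed to compounds for 48 hr. An HTRF IL-2 kit measured the cytokine, with europium-to-d2 energy transfer producing emission at 665nm upon 320nm excitation.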
Giardia kill – Giardia lamblia killing | 340,000 tested, 0.15% active | Giardia lamblia trophozoite viability | AID 540267 | activity change, % at 7.66 µM, hits read low; in the data active = activity change below about -80%; inconclusive = between about -30% and that limit;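 note: parasites exposed to compound for two days anaerobically before the ATP read; % is set by controls: 0 for no effect and ±100 for the full control effect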
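Anaerobic 48 hrs incubation at 37 deg C of 100 trophozoites/well with test compounds; ATPLite 1-Step luminescence, 15-30 min RT, reports cellular ATP as viability.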
KCNH2 WT inh – inhibitors of human wildtype KCNH2 potassium channel; Q12809; U2OS, BacMam KCNH2, thallium flux FluxOr; active compounds read low; activity change, % at 1.84 µM; 340,000 tested, 0.37% active;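 active = maximum activity change below -70%; inconclusive = maximum activity change between -70% and -50%; inactive = maximum activity change above -50%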; note: % is set by controls: 0 for no effect and ±100 for the full control effect
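U2OS cells transduced with wild-type KCNH2 virus are loaded with FluxOr dye for 45 min, and thallium flux is measured in kinetic reads before and after stimulation buffer. Rate constants are normalized to DMSO controls.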
TSHR antagonist – blocks TSH signaling through the human TSH receptor | P16473 | activity change, negative = inhibition, % at 11.5 µM | TSHR-expressing cells, TSH-stimulated cAMP HTRF, 2 h; active compounds read low | AID 504810 | 330,000 tested, 0.2% active;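 active = activity change below a set negative limit, meaning inhibition stronger than a set level, cut at about -70% in these data; inconclusive = activity change between two set negative limits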; note: % is set by controls: 0 for no effect and ±100 for the full control effect
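Freshly harvested TSHR cells receive pin-tooled compound, then EC80 TSH at 4nM final. After 2 hours at 37 deg C, antibody in lysis buffer and cAMP-d2 are added; 30 minutes at ambient temperature precede the HTRF read.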
GALK inh – galactokinase (human) inhibition; 270,000 tested, 0.007% active; AID 1868; Potency, µM (series often up to 57.5 µM), for inactives: top-dose activity change, negative = inhibition, usual class: inhibitors; Purified GALK, Kinase-Glo residual ATP luminescence; note: potency is the fitted concentration of half-maximal effect; % is set by controls: 0 for no effect and ±100 for the full control effect
Target sequence (P51570 whole entry, looked up): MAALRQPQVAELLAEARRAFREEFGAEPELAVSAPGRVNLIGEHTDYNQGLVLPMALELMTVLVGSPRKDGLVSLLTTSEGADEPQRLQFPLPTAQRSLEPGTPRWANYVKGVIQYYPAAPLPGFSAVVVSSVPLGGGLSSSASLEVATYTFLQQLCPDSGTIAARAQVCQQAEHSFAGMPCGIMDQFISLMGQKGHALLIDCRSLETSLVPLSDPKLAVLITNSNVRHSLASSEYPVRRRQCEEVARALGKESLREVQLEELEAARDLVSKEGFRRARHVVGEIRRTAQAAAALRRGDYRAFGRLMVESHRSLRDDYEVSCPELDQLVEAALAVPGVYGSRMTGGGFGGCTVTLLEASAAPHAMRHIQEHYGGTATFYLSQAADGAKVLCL
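ATP-depletion format; final 35 uM ATP, 100 uM D-galactose, 5 nM enzyme; pH 8.0 HEPES/Mg2+ buffer; 60 min RT; luminescence read 10 min after detection reagent.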
Coupling enz – inhibits coupling enzyme system, counter-screen for aldolase hits; coupling enzyme system counterscreen, AmpLite Red fluorescence; activity change, negative = inhibition, % at 58.2 µM, hits read low; 290,000 tested, 0.67% active; in the data active = activity change below about -30%; note: % is set by controls: 0 for no effect and ±100 for the full control effect
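Counterscreen lacking aldolase: glyceraldehyde-3-phosphate coupling-enzyme reagent preincubated 10 min at RT with compound (at 57.5 uM final), then substrate/coupling system with AmpLite Red added; fluorescence read at 525/598 nm after 20 min RT.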
BCR signal inh – blocks chronic active B-cell receptor signaling; 340,000 tested, 0.05% active; ABC-DLBCL IkBa-CBG/CBR reporter, luminescence ratio, 4 h; Potency, µM (doses to about 46.1 µM), inactives show at the top dose ratio change, negative = lower green/red ratio, usual class: inhibitors; active = well fitted inhibition curve with a large enough effect in the signal ratio, with a control signal flat, not every such curve was filed as active; inconclusive = small, poorly fitted or top-dose-only effect, or effect the other way, or a change in a side signal; the % refers to the signal ratio;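 note: potency is the fitted concentration of half-maximal effect; plate controls were basal doxycycline-induced cells for no effect and cells given 10 µM MG132 for full effect; MG132 reads +100%, hits lower the ratio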
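TMD8 human ABC-DLBCL cells with doxycycline-inducible IκBα–green luciferase fusion and unfused red luciferase, in 0.5% FBS medium; compounds up to 46 uM, 4 h at 37C. Green/red luminescence ratio, filter-overlap corrected, fitted to concentration-response curves.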
* hit, by the source's call; i = inactive; ? = inconclusive; · = not tested or not shown; [ ] = another dose, or the depositor's remark. Unless noted, calls come from the whole dose curve; as a rule, active = well fitted curve in the direction sought with a large enough effect; inconclusive = small, poorly fitted or top-dose-only effect, or another doubt; inactive = no such curve, though single readings can be large; an effect the other way counts as inactive or inconclusive. Compounds as they come; about 1.6% have a hit in one of these screens.

The line under a structure holds: Tb PFK inh | MLL CXXC-DNA inh | AT treatment | TCR act | Giardia kill | KCNH2 WT inh | TSHR antagonist | GALK inh | Coupling enz | BCR signal inh
COc1ccc(N(C(=O)c2ccccc2OC(C)=O)C(C)C2CC2)cc1 (configuration not stated)
  · | 0% | · | -1% | -4 | 2 | · | 2% | 6 | ·
CC(C)NC(=O)CN(c1cccc([N+](=O)[O-])c1)S(=O)(=O)c1ccccc1
  -1% | 6% | 3% | 3% | -6 | i | 20 | 6% | 0 | 5%
CCCNC(=O)c1ccccc1SCc1c(C)noc1C
  1% | 15% | 10% | 2% | 7 | 8 | 0 | -1% | · | -5%
COc1ccc(/C=C2\SC(=S)N(CCC(=O)Nc3cccc(C(=O)O)c3)C2=O)cc1
  0% | ? | -9% | -5% | -2 | -3 | 4 | 2% | 0 | ?
COc1ccc(S(=O)(=O)N(C)C[C@H]2Oc3ccc(NS(=O)(=O)c4ccccc4)cc3CC(=O)N([C@H](C)CO)C[C@@H]2C)cc1
  7% | · | -1% | -6% | 7 | 1 | -3 | · | · | 1%
COc1ccc(/C=N/N=C2/CC(C)(C)Cc3n[nH]c(=O)cc32)cc1
  0% | ? | 2% | -7% | 4 | -12 | 2 | 1% | -18 | 0%
O=C(NC1CCCC1)C(c1cccnc1)N(C(=O)c1csnn1)C1CCCC1 (configuration not stated)
  2% | -5% | · | 8%[46.1 µM] | 14 | -13 | -1 | 0% | 5 | 8%
CCc1ccc(CN(C)CC(=O)Nc2ccccc2[N+](=O)[O-])cc1
  -7% | -1% | 6% | 3%[46.1 µM] | -11 | -2 | 0 | 2% | 1 | ?
C/C(=N/NC(=O)OC(C)(C)C)c1ccco1
  -7% | 0% | 0% | 1%[46.1 µM] | 1 | 16 | 17 | 1% | 2 | ?
COc1ccc(-c2csc(NC(=O)C3CSC4(C)CCC(=O)N34)n2)cc1OC (configuration not stated)
  -4% | · | 0% | -67% | -1 | 0 | -8 | · | · | 3%
CCCNC(=S)Nc1ccc(Cl)cc1Cl
  -4% | 2% | 7% | -8%[46.1 µM] | -17 | -6 | -7 | 1% | 0 | 0%
CCC(NC(=O)c1ccccc1NC(=O)c1ccco1)C(=O)NNC(=O)c1ccncc1 (configuration not stated)
  4% | 29% | 35% | -2% | -20 | -2 | 4 | -3% | 0 | 1%
COc1ccc(OC)c(S(=O)(=O)N(C)CC(=O)N2CCN(c3cccc(Cl)c3)CC2)c1
  -15% | 2% | 5% | -9% | 9 | 8 | 8 | 1% | 7 | 0%
CCCNC(=O)C(=O)Nc1ccc2c(c1)N(S(=O)(=O)c1cccs1)CCC2
  6% | · | 7% | -1% | 5 | -1 | -10 | · | · | -15%
CC1CCCN(c2ccc(C(=O)OCC(=O)N3c4ccccc4Sc4ccccc43)cc2[N+](=O)[O-])C1 (configuration not stated)
  0% | 6% | -10% | 4%[46.1 µM] | 0 | -1 | -4 | 0% | -1 | 2%
Cc1nc(C(=O)NNC(=O)Nc2ccc(Cl)cc2)cs1
  -6% | -2% | 9% | -5% | 9 | -1 | 2 | 1% | -2 | 9%
COc1ccc(NC(=O)C23CC4CC(C2)CC(n2cnc(Br)n2)(C4)C3)cc1OC
  -3% | -1% | -1% | -8% | -11 | 34 | 3 | 3% | 0 | 1%
COc1ccc(/C=C/C(=O)Nc2cccc(S(=O)(=O)NC3=NCCCCC3)c2)cc1OC
  -2% | · | 1% | -1% | -17 | 1 | -1 | · | · | ?
CCOC(=O)N1CCN(C(=O)CSc2nc(=O)n3ccccc3n2)CC1
  3% | · | -2% | 1% | -4 | -12 | 9 | · | · | -9%
CCOc1ccc(NC(=O)[C@@H](NC(=O)c2ccco2)C(C)C)cc1
  0% | -8% | 1% | -4% | 19 | 0 | 3 | 2% | 0 | -2%
Cc1ccc(Cl)cc1NC(=O)NCc1cccnc1
  -7% | 2% | 6% | 13% | 9 | -2 | 14 | 3% | -1 | 5%
COCCNC(=O)c1ccc(C(=O)C(=O)c2ccccc2)cc1
  1% | 3% | -4% | 2%[46.1 µM] | 1 | 17 | 1 | 4% | 2 | 4%
COc1ccc(OC)c(Nc2ncnc3c2cnn3-c2ccccc2)c1
  -6% | -4% | 1% | 1% | 13 | -4 | 6 | 0% | -1 | ?
Cc1[nH]c(C)c(S(=O)(=O)N2CCN(c3ccccc3F)CC2)c1C(=O)N1CCCC1
  1% | -1% | 2% | -4% | -12 | -9 | -10 | 0% | 2 | 1%
NC(=O)c1ccc(NS(=O)(=O)c2ccccc2F)cc1
  -2% | -3% | 4% | -4% | -14 | -1 | -6 | 3% | 1 | 0%
CC(=O)N/N=C\c1ccccc1OC/C=C/c1ccccc1
  1% | 5% | 3% | -14% | -13 | 7 | -43 | -8% | -1 | ?
CC(C)C(=O)Nc1ccc(N2CCN(S(C)(=O)=O)CC2)cc1
  1% | 9% | · | -3% | -16 | 1 | -10 | 1% | 3 | -16%
COc1ccccc1N1C(=O)Cc2ccccc2C1=O
  5% | -2% | 12% | 4% | -14 | -8 | -33 | -1% | -3 | 0%
CN(C)CCNc1oc(/C=C/c2ccccc2)nc1C#N
  0% | -1% | 22% | -3%[46.1 µM] | -11 | 3 | -5 | -1% | 1 | -17%
Cn1cc(Br)c(-c2cccc(N3C(=O)CCCC3=O)c2)n1
  0% | -1% | 1% | 0% | 9 | -8 | 14 | -1% | 3 | -4%
CC(C(=O)NC(=O)NC1CCCCC1)N1CCN(c2ccccn2)CC1 (configuration not stated)
  -3% | -9% | -1% | 1% | 7 | 2 | -22 | -6% | -1 | ?
O=C(O)c1cc(N/N=C/c2c(O)ccc3ccccc23)ccc1Cl
  0% | 21% | 0% | -1% | -6 | -3 | -6 | -2% | -1 | ?
CCN(CC)C(=O)CC(c1ccc(F)cc1)c1ccco1 (configuration not stated)
  -8% | 5% | 10% | -12% | 14 | 1 | -8 | -1% | -2 | ?
O=C(OCCN(CCOC(=O)c1ccncc1)S(=O)(=O)c1cccs1)c1ccncc1
  -3% | -13% | · | 5% | -27 | 9 | · | 0% | 1 | 22%
Cn1c(N)c(C(=O)COC(=O)CCCN2C(=O)c3ccccc3C2=O)c(=O)n(C)c1=O
  -3% | 7% | -1% | 2% | 5 | 0 | -7 | -1% | 1 | ?
Cc1cc(C)n(C(=O)c2ccc(C)c(F)c2F)n1
  -1% | 13% | 1% | -6%[46.1 µM] | -2 | 4 | 1 | 0% | 4 | 6%
NC(=O)C1CCN(C(=O)CSc2nc3c(c(-c4ccccc4)n2)CCCC3)CC1
  -7% | 6% | -5% | -5% | 4 | 12 | 1 | 0% | 0 | -2%
C=CCNc1ncnc2c1cnn2-c1ccc(C)cc1C
  0% | 6% | 1% | -5% | -1 | -5 | -5 | 3% | -8 | -8%
COc1ccc(-c2nc3c(c(SCC(=O)N4CCOCC4)n2)COC(C)(C)C3)cc1
  3% | 6% | 21% | 1% | -2 | 4 | 6 | 4% | 0 | 2%
CCOC(=O)N1CCN(C(=O)c2cn(CC)c3ccc(S(=O)(=O)N4CCOCC4)cc3c2=O)CC1
  -7% | 6% | -1% | -5% | 41[activator] | 12 | 17 | -5% | · | 0%
CC(=O)c1c(C)nc(Nc2nc3ccccc3s2)nc1C
  4% | 1% | 5% | -3% | -14 | 0 | -2 | 1% | -1 | 19%
CCC(=O)Nc1cc(C(=O)OCC(=O)c2ccccc2)ccc1C
  -5% | 0% | -1% | -3%[46.1 µM] | 3 | 61 | -8 | · | 4 | ?
CCOc1ccc(-c2nc(CSCC(=O)NCc3ccco3)c(C)o2)cc1
  0% | -5% | · | -28% | 5 | 2 | -9 | 0% | 4 | 19%
CC(NC(=O)c1ccco1)C(=O)N1CCN(C(c2ccccc2)c2ccccc2)CC1 (configuration not stated)
  0% | 4% | -1% | -2% | 15 | 0 | -6 | 3% | · | -11%
O=C(OCC(=O)N1c2ccccc2Sc2ccccc21)C1CC(=O)N(Cc2ccco2)C1 (configuration not stated)
  4% | -2% | 8% | -2% | -7 | 23 | -1 | 0% | 4 | 5%
Oc1ccc(Nc2ccnc3cc(Cl)ccc23)cc1
  -3% | 13% | 40µM* | -2% | 6 | -3 | 31 | 6% | -2 | ?
CC1(C(=O)NC2CCCC2)CCC(=O)N1Cc1ccccc1 (configuration not stated)
  2% | -2% | 7% | 8% | -7 | -5 | 8 | -2% | 2 | -6%
